FAS TE block = FAS thioesterase domain inhibitors, primary screen, biochemical, fluorescence intensity, uHTS; AID 602261, 2012; recombinant FAS-TE, OMFH fluorogenic substrate, fluorescence endpoint; 360,000 tested, 0.67% active; inhibition, % at 15 µM; Fatty acid synthase (Homo sapiens), P49327;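 active = compounds whose normalised, plate-corrected inhibition of enzyme fluorescence in the single-dose primary screen is 50% or more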;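 note: 0% = DMSO with enzyme and 100% = substrate without enzyme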
MT1-MMP act inh = blockers of MT1-MMP proenzyme processing, primary screen, HT1080 RFP-PRO-GFP cells, GFP/RFP fluorescence | Matrix metalloproteinase-14 (Homo sapiens), P50281 | GFP/RFP ratio fluorescence, overnight; percent of plate control window, DMSO zero | GFP/RFP ratio change, % at 20 µM | 360,000 tested, 0.061% active | AID 651647, 2012;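 active = GFP/RFP ratio change of at least 30% with cell ATP level not reduced by more than half and red fluorescence within 50% of control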; note: strong numbers were not always called active
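Material – HT1080 RFP-PRO-GFP cells · Control set – DMSO wells and RFP-L50D-GFP cells · Incubation – overnight cell settling, then overnight compound exposure, 37 °C, 5% CO2 · Compound dosing – single-point 20 µM compound, 1% DMSO · Read-out – GFP/RFP fluorescence ratio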
Rin1 Abl inh = inhibitors of Rin1-Abl protein binding, primary screen, biochemical, TR-FRET | 360,000 tested, 0.4% active | AID 588664, 2011 | Tyrosine-protein kinase ABL1 (Homo sapiens) + Ras and Rab interactor 1 (Homo sapiens), … | inhibition, % at 7.35 µM; in the data active = inhibition above about 5%, passing the limit was not always enough
MsrA inhibitor = bovine MsrA enzyme inhibitors, primary screen, biochemical, absorbance, HTS | purified bovine MsrA, absorbance read-out | inhibition, % at 15.5 µM | 360,000 tested, 0.75% active | Methionine sulfoxide reductase A (Bos taurus); in the data active = inhibition above about 4.5%;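 note: 0% = vehicle wells with enzyme and 100% = reference inhibitor wells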
MsrA act = bovine MsrA enzyme activators, primary screen, biochemical, absorbance, HTS | Methionine sulfoxide reductase A (Bos taurus) | activation, % at 10.6 µM | AID 602163, 2012 | purified bovine MsrA, absorbance read-out | 360,000 tested, 0.3% active; in the data active = activation above about 7.5%;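 note: 0% = vehicle and 100% = reference activator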
Neddyl block = inhibitors of cullin neddylation, primary screen, biochemical, TR-FRET, uHTS, NAE and Ubc12; NEDD8-conjugating enzyme Ubc12 (Homo sapiens) + NEDD8-activating enzyme E1 regulatory …; calls only at 25 µM; 360,000 tested, 0.58% active; AID 651699, 2012; in the data active = inhibition above about 36%
Target sequence (P61081 whole entry, looked up): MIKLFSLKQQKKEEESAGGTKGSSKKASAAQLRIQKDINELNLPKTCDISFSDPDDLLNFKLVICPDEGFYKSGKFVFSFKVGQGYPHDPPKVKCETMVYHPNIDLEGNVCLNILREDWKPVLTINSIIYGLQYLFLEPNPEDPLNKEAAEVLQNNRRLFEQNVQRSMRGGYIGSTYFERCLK
Target sequence (Q13564 whole entry, looked up): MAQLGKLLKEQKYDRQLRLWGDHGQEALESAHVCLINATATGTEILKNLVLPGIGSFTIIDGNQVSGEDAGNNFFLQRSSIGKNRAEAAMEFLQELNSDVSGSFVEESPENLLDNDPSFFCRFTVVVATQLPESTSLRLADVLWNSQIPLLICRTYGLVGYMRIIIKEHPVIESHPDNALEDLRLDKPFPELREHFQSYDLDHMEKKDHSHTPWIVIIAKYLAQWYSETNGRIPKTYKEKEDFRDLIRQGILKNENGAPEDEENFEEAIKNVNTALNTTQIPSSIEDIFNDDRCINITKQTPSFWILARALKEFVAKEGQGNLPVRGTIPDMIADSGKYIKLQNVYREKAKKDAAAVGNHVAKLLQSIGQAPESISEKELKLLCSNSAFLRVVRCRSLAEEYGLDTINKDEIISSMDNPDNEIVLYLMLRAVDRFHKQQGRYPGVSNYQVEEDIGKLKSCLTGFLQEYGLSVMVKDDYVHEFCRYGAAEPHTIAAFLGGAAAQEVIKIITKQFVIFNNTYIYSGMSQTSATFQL
NRP1-CendR mod = modulators of CendR peptide binding to NRP-1, primary screen, biochemical, fluorescence polarization, uHTS. Neuropilin-1 (Homo sapiens), O14786. FAM-RPARPAR peptide binding to NRP-1. inhibition, % at 25 µM. 360,000 tested, 0.85% active. AID 602438, 2012;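 active = inhibition or corrected inhibition above about 18%, plus a signal ratio from 0.5 to 1.5, limit read from the data, passing the limit was not always enough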; note: strong numbers were not always called active
E coli Lon inh = inhibitors of E. coli Lon protease, primary screen, biochemical, fluorescence polarization. 360,000 tested, 0.42% active. inhibition, % at 7.94 µM. AID 602123, 2011. purified E. coli Lon protease; in the data active = inhibition above about 13%, passing the limit was not always enough;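 note: 0% = enzyme with probe and DMSO and 100% = no enzyme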
SKN-1 block = suppressors of acrylamide-induced Pgst-4::GFP reporter in worms, primary screen, SKN-1 inhibitor project, whole organism, uHTS, GFP/RFP fluorescence ratio, strain VP596. inhibition, % at 21.8 µM. C. elegans VP596 Pgst-4::GFP/RFP ratio, 24 h. 360,000 tested, 0.49% active;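 active = interference check ratio from 0.5 to 1.5 plus GFP to RFP signal ratio inhibition reaching or exceeding a fixed threshold, cut at about 30% in these data, passing the limit was not always enough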; note: some compounds called inactive have numbers as strong as hits
Starred values were filed as active, the others as inactive; i = inactive; / = no result given. Outcome played no part in choosing rows. Share with any hit: about 4.2%.

Values run as follows: FAS TE block, MT1-MMP act inh, Rin1 Abl inh, MsrA inhibitor, MsrA act, Neddyl block, NRP1-CendR mod, E coli Lon inh, SKN-1 block
- COc1ccc(C[C@@H]2CN3C(=NC[C@@H]3C)N2C[C@H](C)NC(=O)c2ccc(C)c(Br)c2)cc1
→ -12, -1, 2, 0.7, -1, i, 0, 0, 6
- Fc1cc(Br)ccc1COc1ccc(-c2nnco2)cc1
→ 2, 4, 1, 1.0, -4, i, 14, -2, 49*
- CCCCNC(=O)CS(=O)Cc1nc(-c2cccs2)oc1C (centres undefined)
→ -6, -4, 0, -0.5, 0, i, 1, 2, 0
- Cc1csc(NC(=O)c2ccncc2)n1
→ -5, 0, 2, 0.1, -6, i, -7, -5, -1
- Cc1ccccc1NC(=O)c1cnn(-c2ccccc2)c1C
→ 0, -4, -2, -0.7, -5, i, 18, 6, 19
- CSc1nnc(-c2ccc(S(=O)(=O)N3CCOCC3)cc2)n1CC1CCCO1 (centres undefined)
→ -9, -4, 0, 0.6, -11, i, -9, 2, -27
- NC(=O)Cc1ccc(C(=O)c2ccc(Cl)cc2Cl)s1
→ 3, -9, -3, 1.9, -4, i, -1, -6, 13
- COc1ccc(C(=O)C2CCN(CC(=O)Nc3ccccc3F)CC2)cc1
→ 4, 4, 0, 0.4, -3, i, 2, -4, 13
- COc1ccc(Cc2nnc(NS(=O)(=O)c3ccc(Cl)cc3)s2)cc1OC
→ -5, -3, 1, 1.6, -13, i, 15, -13, 8
- Oc1cccc2ccc[n+](CC(O)Cn3c4ccccc4c4ccccc43)c12 (centres undefined)
→ -15, 10, -6, 0.6, -3, i, 3, -3, 7

New compounds follow.
Values run as follows: FAS TE block, MT1-MMP act inh, Rin1 Abl inh, MsrA inhibitor, MsrA act, Neddyl block, NRP1-CendR mod, E coli Lon inh, SKN-1 block
- COc1ccc(C(N)=S)c(OC)c1
→ -12, 3, 0, 0.4, -2, i, 8, 5, 8
- O=C(OCC(=O)N1CCCC1)c1cccc(Br)c1
→ -2, 1, 0, -0.3, -5, i, 13, 9, 3
- Cc1cc(NC(=O)C(C)C)ncc1NC(=O)CCc1ccccc1
→ -6, 0, 1, -0.5, -1, i, 8, -3, 11
- C=CCC1(C#N)C(SC)=NC2=C(C(=O)CC(C)(C)C2)C1c1ccc(Br)cc1 (centres undefined)
→ 20, -2, 0, 0.3, -1, i, 7, -5, -3
- COc1ccc(N2CCN(C(=O)COC(=O)/C=C/c3ccc(OC(F)F)cc3)CC2)cc1
→ -4, 8, -2, -0.7, -9, i, 7, 4, 4
- CCCCOc1ccc(C(=O)CCN2CCOCC2)cc1
→ -3, -2, 3, -0.4, 2, i, 11, 0, 9
- CCOc1ccc(-c2ccc(SCC(=O)Nc3nnc(CC)s3)nn2)cc1
→ -1, 2, -1, -0.7, -4, i, -9, 1, 2
- O=C(CSc1n[nH]c(-c2ccncc2)n1)Nc1ccc(Cl)c(C(=O)O)c1
→ 0, -2, 2, -0.7, -1, i, -15, -3, -10
- CC(C)Cn1c(N)c(C=O)c(=O)[nH]c1=O
→ -4, 4, 2, -0.1, -4, i, 1, -15, 0
- Cc1noc(C)c1COc1cccc(C(=O)Nc2ccccc2N2CCOCC2)c1
→ 15, 9, 0, -0.8, -1, i, 9, -2, -2

New compounds follow:
Values run as follows: FAS TE block, MT1-MMP act inh, Rin1 Abl inh, MsrA inhibitor, MsrA act, Neddyl block, NRP1-CendR mod, E coli Lon inh, SKN-1 block
- CCOC(=O)c1c(CN2CCN(C)CC2)n(-c2ccccc2)c2cc(Br)c(O)cc12
→ 1, -12, -1, 1.2, 2, i, -2, 2, 11
- CC(NC(=O)c1cnc2n(c1=O)CCS2)c1ccccc1 (centres undefined)
→ 7, 8, 2, 0.6, -2, i, 4, -1, -5
- CCN(CC)C(=O)c1nn(-c2ccccc2)c2c1C1CCC2(C)C1(C)C (centres undefined)
→ 5, -2, 1, -0.4, -3, i, -4, -1, 15
- CCOC(=O)c1sc2nc(CSc3ccccc3Cl)[nH]c(=O)c2c1C
→ -2, -14, 3, -0.7, 0, i, -32, 7, 3
- O=C(NCCCN1CCOCC1)c1ccc(Cl)cc1[N+](=O)[O-]
→ -1, 1, 5, 1.6, -1, i, -5, -9, 0
- COc1cc(Cl)c(C)cc1Nc1ncccn1
→ 2, -2, -3, -0.5, -2, i, 3, 3, 23
- Clc1nc(Cl)c2ncn(-c3ccccc3)c2n1
→ -5, -7, 1, 0.9, -5, i, 3, -3, -2
- CCOc1ccc(C(C)=O)cc1COC(=O)CNC(=O)C12CC3CC(CC(C3)C1)C2
→ 17, 3, -1, 0.0, -1, i, 3, 3, 3
- O=C(c1cccc(OC2CCN(Cc3cccc(OCCO)c3)CC2)c1)N1CCCC1
→ -3, -1, 2, -1.0, -3, i, -11, 7, 13
- CCOc1ncccc1C(=O)NCCc1c[nH]c2ccccc12
→ -2, -1, 1, 1.1, -4, i, 4, -3, -1

In a second layout: results already given
> CCOc1ccc(C(C)=O)cc1COC(=O)CNC(=O)C12CC3CC(CC(C3)C1)C2
  FAS TE block: 17
  MT1-MMP act inh: 3
  Rin1 Abl inh: -1
  MsrA inhibitor: 0.0
  MsrA act: -1
  Neddyl block: i
  NRP1-CendR mod: 3
  E coli Lon inh: 3
  SKN-1 block: 3

> O=C(c1cccc(OC2CCN(Cc3cccc(OCCO)c3)CC2)c1)N1CCCC1
  FAS TE block: -3
  MT1-MMP act inh: -1
  Rin1 Abl inh: 2
  MsrA inhibitor: -1.0
  MsrA act: -3
  Neddyl block: i
  NRP1-CendR mod: -11
  E coli Lon inh: 7
  SKN-1 block: 13

Remaining list, next part.
Values run as follows: FAS TE block, MT1-MMP act inh, Rin1 Abl inh, MsrA inhibitor, MsrA act, Neddyl block, NRP1-CendR mod, E coli Lon inh, SKN-1 block
- COc1ccccc1Nc1nc(NCc2ccco2)c2ccccc2n1
→ 29, 6, 3, 0.7, -2, /, 5, -6, 27
- COc1ccc(C2/C(=C(/O)c3ccc(C)cc3)C(=O)C(=O)N2C)c(OC)c1 (centres undefined)
→ -4, -2, -1, 2.9, -2, i, 16, -4, -5
- CCCCCC(=O)Nc1cc(S(=O)(=O)N2CCCCC2)ccc1N1CCOCC1
→ 10, 0, 1, 0.1, -2, i, 8, 1, 8
- CCN(CC)S(=O)(=O)c1ccc(C(=O)Nc2ccc(Cc3ccncc3)cc2)cc1
→ 5, -3, -1, 1.3, -4, i, 8, -14, -12
- Cn1c(=O)c2c(nc(NCc3ccco3)n2C)n(C)c1=O
→ -7, 7, -2, 1.4, 1, i, 2, -2, -8
- Cc1cc(-c2ccco2)n(CC(=O)NCCCc2ccccc2)n1
→ -6, 1, 3, -0.6, 8, i, -11, -5, -9
- CCn1c2ccccc2c2cc(NC(=O)CSc3nnc(-c4cccc(C)c4)o3)ccc21
→ 12, -2, -3, 0.9, -3, i, 2, -1, -8
- CCn1nc(C(=O)Nc2cccc(C(F)(F)F)c2)c(Cl)c1Cl
→ 2, 7, 3, -0.2, 1, i, 4, 3, 8
- CCc1nc2c(OCCOc3ccc(F)cc3)cccn2c1N(C)C(=O)c1ccccc1F
→ -17, 3, -5, -0.7, -4, i, -7, -7, -6
- CCCCNc1ccc2c3c(cccc13)C(=O)N(CCCC)C2=O
→ -152, -143, -12, 1.5, 2, i, 130, 135*, -28

Other records:
Values run as follows: FAS TE block, MT1-MMP act inh, Rin1 Abl inh, MsrA inhibitor, MsrA act, Neddyl block, NRP1-CendR mod, E coli Lon inh, SKN-1 block
- O=C(CNC(=O)c1ccncc1)N/N=C/c1ccc(Br)cc1
→ -2, 4, -1, -0.5, -2, i, 7, -19, 4
- CCOC1OC(=O)C(Cl)=C1Nc1ccc(C)cc1C (centres undefined)
→ -2, -1, 0, -0.8, -3, i, 14, 6, 1
- COc1cccc(C(NC(C)=O)c2nc(/C=C/c3ccccc3)cs2)c1 (centres undefined)
→ 15, -3, -3, -0.4, -3, i, -2, -11, 2
- CCNC(=O)COC(=O)C1CCC(=O)N(c2ccc(OC)cc2)C1c1ccc(OC)cc1 (centres undefined)
→ -6, -4, -3, -0.9, 5, i, 9, -3, -18
- COc1ccccc1NC(=O)Cn1nc(C(F)(F)F)c2c1CCCC2
→ 14, 1, -3, 2.4, -7, i, 9, -4, -16
- Cc1c(C)c2ccc(OCC(=O)Nc3ccc(N4CCC(C)CC4)cc3)cc2oc1=O
→ 1, 13, 4, -0.3, -3, i, 5, -3, 4
- CCCCCCCCNc1nc(Cl)nc(NCc2ccco2)n1
→ -13, -3, 2, 0.0, 2, i, -54, 18, 9
- c1ccc(-c2ccccc2OCCOCCN2CCOCC2)cc1
→ 0, 0, 0, -1.1, -2, i, 16, -9, -3
- O=C(Nc1nonc1NC(=O)c1cccs1)c1cccs1
→ 0, 2, -1, 0.8, -3, i, 6, 12, -6
- COc1ccc(O)c(/C=N\NC(=O)CCn2nnc3ccccc32)c1
→ 1, 6, -2, 0.7, 0, i, -7, 8, -2

Later entries
Values run as follows: FAS TE block, MT1-MMP act inh, Rin1 Abl inh, MsrA inhibitor, MsrA act, Neddyl block, NRP1-CendR mod, E coli Lon inh, SKN-1 block
- CCOC(=O)NC(=O)c1cn(CCNCCO)c(=O)[nH]c1=O
→ -5, 2, 1, 0.4, -4, i, -5, -1, 6
- COc1ccccc1CN1CC(C(=O)NCc2nccn2C)CCC1=O (centres undefined)
→ -2, 2, -2, 0.5, -3, i, 11, -4, 6
- COc1ccccc1CN1CC(C(=O)NCc2cc(C)on2)CCC1=O (centres undefined)
→ -5, 0, 1, 0.2, -6, i, -12, -3, 5
- COc1ccc(O)c(/C=N/NC(=O)c2c(C)nnn2-c2nonc2N)c1
→ 10, 4, 3, 1.7, 1, i, -4, -6, 2
- Cc1cccc(-c2cc(N3CCCN(C)CC3)n3nccc3n2)c1
→ -5, 11, -2, -0.6, -1, /, 1, -9, 65
- COc1cccc(/C=C/C(=O)OCC(=O)c2ccccc2)c1OC
→ 18, 2, -1, -0.1, -2, i, 0, 3, -2
- CC1CCCCN1CCNC(=O)c1ccc2c(=O)n(CCc3ccccc3)c(=O)[nH]c2c1 (centres undefined)
→ -5, -13, 2, 0.2, 0, i, -9, -15, 17
- Nc1ccccc1C(=O)N1O[C@@H]2C=C[C@H]1CC2
→ -8, 3, -2, -0.4, -3, i, 1, 0, 6
- CCCCN1C(=O)C(CC(=O)NCC2CCCCC2)CC(C(=O)N(C)C)=C1C (centres undefined)
→ -2, -1, -1, 0.4, -1, i, 9, 8, 2
- O=C(CCC(=O)N1CCN(C2CCCCC2)CC1)Nc1nnc(C(F)(F)F)s1
→ -5, -3, 2, -0.3, -4, i, 3, 1, -11
- COc1cc(/C=N/NC(=O)c2ccncc2)ccc1OC(=O)c1cccc(F)c1
→ -1, 0, 0, 0.5, -3, i, -11, 1, 4
- C[C@H]1CN([C@@H](C)CO)C(=O)c2cc(C#Cc3cccnc3)cnc2O[C@H]1CN(C)Cc1ccc(F)cc1
→ -4, -4, -1, 0.2, -4, i, -3, -5, 12
- O=C(Cc1ccc(-n2c(=O)[nH]c3ccccc3c2=O)cc1)N1CCN(c2ccccc2)CC1
→ -3, 1, 5, -0.3, 1, i, 2, 0, 9
